Bioassay records as filed in PubChem BioAssay.
Avidin fluor = avidin bead compound fluorescence profile; 220,000 tested, 0.38% active; AID 1775; fluorescence (KMESF) at 10 µM; Avidin beads, compound fluorescence 488/530 nm, flow cytometry; stronger effect = higher value; in the data active = fluorescence above about 47; also: inactives centre near 10
Pf gametocyte = inhibitors of late stage P. falciparum gametocyte viability | 150,000 tested, 0.065% active | P. falciparum stage V gametocytes, ATP luminescence, 24 h | inhibition, % at 10.9 µM | AID 743093;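 active = inhibition above the mean plus 3 SD of compounds within the control limits, set per campaign, cut at about 38% in these data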;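 also: 0% = DMSO wells and 100% = medium only without gametocytes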
GSH fluor = compound fluoresces at 488/530 nm on GSH beads; GSH beads flow cytometry, compound fluorescence 488/530 nm; stronger effect = higher value; fluorescence (KMESF) at 10 µM; 190,000 tested, 0.25% active; AID 1776; in the data active = fluorescence above about 89;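 also: glutathione beads carrying GST-tagged Bcl family fusion proteins plus one bare bead set; values are compound well signal with DMSO vehicle wells as background; inactives centre near 16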
HRas wt GTP = modulators of GTP binding to human HRas wildtype | AID 759 | P01112 | GTP binding activity, % at 10 µM | GST-Ras wt beads, Bodipy-FL-GTP binding, flow cytometry; actives lie on both sides | 190,000 tested, 0.14% active;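 active = GTP binding activity at least 20% away from the 100% baseline, either lowered as inhibitor or raised as activator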;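 also: 0% = unlabeled GTP competition control and 100% = no-compound control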
ABCB1 inh = blocks JC-1 efflux by human ABCB1 transporter. 190,000 tested, 0.067% active. CCRF-Adr cells, flow cytometry. inhibition, % at 6.6 µM. P08183. AID 1326; in the data active = inhibition above about 40%;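 also: 0% = vehicle and 100% = reference inhibitor; higher value means more JC-1 retained so stronger ABCB1 efflux block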
Rab2 wt GTP = changes GTP binding to wildtype dog Rab2A, up or down; P61105; GST-Rab2 wt beads, Bodipy-GTP binding, flow cytometry; GTP binding activity, % at 10 µM; 190,000 tested, 0.19% active;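 active = GTP binding activity at least 20 points away from 100%, either lowered or raised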;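 also: 0% = beads with excess unlabeled GTP and 100% = no-compound control corrected for plate trend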
Rac1 mut GTP = human Rac1 activated mutant GTP binding change; GST-Rac1 activated beads, fluorescent GTP binding, flow cytometry; actives lie on both sides; 100% means binding = to untreated wells; percent activity (GTP binding), % at 10 µM; 190,000 tested, 0.11% active;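 active = GTP binding at least 20 percentage points away from the 100% baseline, in either direction, so actives lie on both sides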
Rac1 wt modul = modulators of human Rac1 wildtype GTP binding; P63000; GST-Rac1 beads, fluorescent GTP binding, flow cytometry; actives lie on both sides; 0 = cold GTP competed, 100 = untreated; GTP binding activity (% of control), % at 10 µM; 190,000 tested, 0.27% active;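 active = GTP binding activity at least 20 points away from the 100% control level, either lower or higher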
ABCG2 inh = human ABCG2 inhibition, ABCB1 as counter-screen | IgMXP3 cells, JC-1 efflux, flow cytometry | inhibition, % at 6.6 µM | 190,000 tested, 0.1% active | AID 1325;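 active = inhibition above 80%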;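 also: 0% = DMSO and 100% = nicardipine control wells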
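material = IgMXP3 (ABCG2) plus far-red-tagged CCRF-Adr (ABCB1) cells | amount = 3 million cells/mL, equal mix of both lines | also added = JC-1 transporter substrate | dosing = one concentration, 6.6 µM final | schedule = 10 min at 25 °C | measured by = flow cytometric JC-1 green MFI at 530 nm | read-out basis = percent efflux inhibition, scaled nicardipine 100% to DMSO 0%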
Cdc42 wt = changes GTP binding to wildtype human Cdc42; GST-Cdc42 beads, Bodipy-GTP binding, flow cytometry; actives lie on both sides; percent activity (GTP binding), % at 10 µM; P60953; 190,000 tested, 0.2% active; AID 761;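 active = percent activity GTP binding at least 20 points away from the 100% baseline, either down as inhibitor or up as activator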;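 also: median bead fluorescence of bound Bodipy-FL-GTP at 100 nM; 0% = excess unlabeled GTP control and 100% = no compound control; below 100% means less GTP binding so inhibitor and above means activator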
Rab7 wt GTP bind = modulators of GTP binding to dog Rab7 wildtype GTPase. AID 758. GST-Rab7 beads, fluorescent GTP binding, flow cytometry; actives lie on both sides; untreated = 100%, excess cold GTP = 0%. GTP binding activity (percent of control), % at 10 µM. 190,000 tested, 0.055% active;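 active = fluorescent GTP binding to Rab7 beads changed by at least 20 points from the 100% baseline, either direction, mostly lower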;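 also: median green fluorescence of bound Bodipy-FL-GTP per Rab7 bead population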
* marks the source's active call; other numbers are inactive results; . = not tested or not shown.

Molecule	Avidin fluor	Pf gametocyte	GSH fluor	HRas wt GTP	ABCB1 inh	Rab2 wt GTP	Rac1 mut GTP	Rac1 wt modul	ABCG2 inh	Cdc42 wt	Rab7 wt GTP bind
Cc1cccc(CN2CCN(C(=O)CCl)CC2)c1	10	-5	11	102	0.3	102	99	107	2	107	101
CCOC(=O)CN1C(=O)S/C(=C/C=C/c2ccc(N(C)C)cc2)C1=O	16	-15	15	105	0.7	105	105	107	8	104	105
O=C(c1c(F)cccc1F)N1CCN(c2ncccn2)CC1	9	.	12	100	0.7	99	100	105	2	105	99
Cc1ccc(N=Cc2cc(Br)cc(Cl)c2O)cc1	4	-20	14	93	-1.1	90	89	89	1	91	92
Cc1ccc(C(=O)Nc2ccccc2C(=O)NC(C(=O)O)C(C)C)cc1 (stereo not drawn)	6	-2	15	98	-0.2	97	101	100	0	97	98
CCCCN(C)C(=O)CCC(=O)Nc1ccc2nc(N3CCN(C)CC3)cc(C)c2c1	5	-7	9	100	-0.6	102	93	99	-2	94	105
CCn1c(/C=C/N(C(C)=O)c2ccccc2)[n+](CCCS(=O)(=O)[O-])c2cc(Cl)c(Cl)cc21	6	25	12	95	0.8	96	99	96	3	99	94
O=C1Nc2ccc(Br)cc2C1(O)Cc1ccccn1 (stereo not drawn)	7	-3	15	95	-0.4	98	97	100	-1	99	97
COc1ccccc1OCCCCNCCO	3	.	31	99	0.2	97	96	102	-1	100	100
O=C(NCC1([N+](=O)[O-])CN(C(=O)c2ccccc2)CN(C(=O)c2ccccc2)C1)c1ccccc1	8	15	22	97	0.2	98	99	101	0	96	99
O=C(NCc1ccc2c(c1)OCO2)c1ccc(N2CCCCCC2)c([N+](=O)[O-])c1	6	-2	12	98	-0.3	94	95	100	0	98	96
N#Cc1c(-c2ccc(F)cc2)nc(-c2ccccc2)[nH]c1=O	10	4	10	92	0.6	89	88	92	7	91	93
O=C(Nc1ccc2c(c1)OCCO2)c1ccco1	35	16	14	100	0.2	99	98	102	1	101	99
CCCCNc1c([N+](=O)[O-])c(=O)n(C)c2ccccc12	12	19	9	95	0.3	95	97	96	3	96	98
Cc1cc(NC(=O)CN2C(=O)NC3(CCCCC3C)C2=O)no1 (stereo not drawn)	13	10	7	100	.	100	100	103	9	102	98
Cc1ccc(C2CCN(C(=S)Nc3cccc(C)c3)C2)cc1 (stereo not drawn)	8	-7	8	92	-1.8	92	90	85	-3	90	94
CC(=O)c1sc(NC(=O)COc2ccc(Br)cc2)nc1C	6	2	13	93	1.0	94	95	96	9	92	93
O=C1CCCN1c1ccc(S(=O)(=O)N2CCN(c3ccccc3)CC2)cc1	9	13	53	98	0.2	99	97	100	0	97	102
O=C(Nc1ccccc1Cl)C1C2CCC3C(CCC21)C3(Cl)Cl (stereo not drawn)	2	22	9	98	0.7	97	99	102	2	101	98
CCCn1c(NCCO)nc2ccccc21	37	-8	17	100	0.7	102	100	102	3	102	101
CC(=O)c1ccc(OCC(O)CN2CCN(CC(O)COc3ccc(C(C)=O)cc3)CC2)cc1 (stereo not drawn)	5	.	22	98	1.4	101	98	98	-9	98	101
O=C(Nc1ccccc1)c1ccccc1CC[N+](=O)[O-]	35	-1	17	98	0.4	96	97	97	1	98	97
NC(=O)c1ccc(NC(=O)COC(=O)CCCN2C(=O)c3cccc4cccc(c34)C2=O)cc1	1	.	11	94	0.0	94	93	96	0	93	94
Cc1ccc(-c2nnn(CC(=O)N(c3ccccc3)C(C(=O)NCC3CCCO3)c3ccc(Cl)cc3)n2)cc1 (stereo not drawn)	4	10	49	95	2.0	92	94	97	4	94	92
Cc1nn(-c2ccccc2)c(Cl)c1C(=O)Nc1ccccc1	8	-17	19	103	0.6	104	101	101	2	105	100
COc1ccc(CN2C(=O)CCC2(C)C(=O)NC2CCCC2)c(OC)c1 (stereo not drawn)	6	.	13	102	-0.1	100	101	108	-2	104	100
Cc1onc(-c2ccccc2)c1C(=O)Nc1nc2c(s1)C(=O)CC(C)(C)C2	6	-3	38	101	0.1	100	101	104	0	101	100
Cc1ccc(S(=O)(=O)c2nc(Nc3ccccc3C#N)sc2Cl)cc1	6	14	16	98	-0.5	97	101	103	-7	104	101
Cn1c(/C(C#N)=C(\O)c2ccc(S(=O)(=O)N3CCCCC3)cc2)nc2ccccc21	10	.	5	91	1.2	96	95	95	3	92	91
O=c1cc(N2CCOCC2)[nH]c(=O)n1-c1ccc(Br)cc1	7	.	19	103	-1.0	101	102	108	-1	105	101
O=C1Nc2ccccc2C12Nc1ccccc1-c1nc3ccccc3n12 (stereo not drawn)	30	-49	26	97	3.6	96	97	103	15	94	97
O=C(O)CCC(=O)N1CCC(C(=O)c2cccc(Cl)c2)CC1	16	.	8	98	0.7	97	99	96	2	97	96
CCSC1(SCC)N=C(N)C2(C#N)C(c3ccccc3)NC(C)=C(C)C12C#N (stereo not drawn)	7	.	5	100	-0.1	101	100	102	0	103	101
COC(=O)c1sc(NC(=O)CSc2nnnn2-c2ccc(C)cc2C)nc1C	12	.	28	101	1.2	100	98	105	29	106	99
CC(C1CC1)N(Cc1ccccc1)C(=O)NC(=O)c1ccc(F)cc1 (stereo not drawn)	10	-11	15	98	0.7	100	94	101	2	99	100
O=C1OCCN1C(=O)[C@H]1[C@H](c2ccc([N+](=O)[O-])cc2)C(c2cccc(Cl)c2)=NN1c1ccccc1	6	.	16	99	0.2	99	96	98	-2	99	100
Cc1ccc(O)c(NC(=S)NC(=O)/C=C/c2ccco2)c1	9	.	18	92	-0.4	95	94	96	0	96	93
CCOc1c2ccc(C(=O)NCc3ccco3)cc2nn1CCOC	9	3	18	101	0.8	103	100	101	6	103	98
O=C(CSc1ncn[nH]1)Nc1c(F)cc(F)cc1Br	40	.	17	107	0.3	103	102	106	1	109	103
CCOC(=O)C1CCCN(C(=O)/C=C/c2ccccc2[N+](=O)[O-])C1 (stereo not drawn)	11	-1	6	101	1.4	101	99	105	12	102	104
CC(C)NC1CS(=O)(=O)CC1O (stereo not drawn)	10	17	6	100	0.1	98	100	102	1	97	98
O=C(Cn1nc(C(=O)O)c2ccccc2c1=O)NCCC1=CCCCC1	8	.	26	98	0.6	98	97	98	8	98	99
COc1ccc(Cl)cc1NC(=O)CS(=O)(=O)c1cccc2nsnc12	8	.	43	97	0.8	98	99	105	5	100	99
COc1ccc(-c2cc(C3CCN(C(=O)OC(C)(C)C)CC3)[nH]n2)cc1	8	-11	17	98	1.3	98	98	100	4	96	104
COc1ccc(OC)c(/C(O)=C/C(=O)C(=O)Nc2ccccc2OC)c1	6	.	16	102	-0.6	100	99	106	-2	100	99

Part of the list above with just Pf gametocyte, Rab7 wt GTP bind and Cdc42 wt.
Structure | Pf gametocyte | Rab7 wt GTP bind | Cdc42 wt
CCOC(=O)C1CCCN(C(=O)/C=C/c2ccccc2[N+](=O)[O-])C1 (stereo not drawn) | -1 | 104 | 102
COc1ccc(OC)c(/C(O)=C/C(=O)C(=O)Nc2ccccc2OC)c1 | . | 99 | 100
O=C(Cn1nc(C(=O)O)c2ccccc2c1=O)NCCC1=CCCCC1 | . | 99 | 98

Next results:
Molecule	Avidin fluor	Pf gametocyte	GSH fluor	HRas wt GTP	ABCB1 inh	Rab2 wt GTP	Rac1 mut GTP	Rac1 wt modul	ABCG2 inh	Cdc42 wt	Rab7 wt GTP bind
Cc1ccccc1NC(=O)c1cc([N+](=O)[O-])ccc1NCCN1C(=O)CCC1=O	6	5	21	97	1.8	100	99	101	7	99	96
O=C(CCCCn1c(=O)[nH]c2ccccc2c1=O)NCCc1c[nH]c2ccccc12	7	.	14	102	-0.4	102	97	103	5	99	107
CC(=O)OCc1cc2cccc(C)c2[nH]c1=O	15	.	28	106	0.4	104	100	104	2	108	99
Cn1c(=O)c2c(nc(N3CCCCCC3)n2CC(O)COc2ccc(Cl)cc2)n(C)c1=O (stereo not drawn)	17	-24	12	100	1.4	100	96	101	7	100	102
Nc1nc(-c2ccc([N+](=O)[O-])cc2)cs1	6	.	10	98	0.5	100	95	99	34	100	102
CC(C)(C)c1ccc(C(=O)NNC(=O)Cc2ccccc2)cc1	2	1	23	101	-4.7	99	100	104	-8	100	98
COc1ccc(-c2cc(-c3n[nH]c(=S)n3-c3ccccc3Cl)[nH]n2)cc1	10	-9	15	92	-1.1	90	90	91	-5	92	94
